GSTO1 counter = counter-screen for RBBP9 inhibitors: inhibitors of human GSTO1; inhibition, % at 5.96 µM; 300,000 tested, 1.1% active; recombinant GSTO1, activity-based probe fluorescence polarization; AID 1974;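 active means inhibition above the campaign mean inhibition plus 3 SD, cut at about 35% in these data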;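 further: 0% = GSTO1-1 with DMSO and 100% = wells lacking GSTO1-1 enzyme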
PAD4 inh = inhibitors of human PAD4; Q9UM07; recombinant PAD4, RCA probe fluorescence polarization; inhibition, % at 6.36 µM; 330,000 tested, 0.41% active; AID 485272;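 active means percent inhibition above a cutoff equal to the mean of all tested compounds plus 3 SD, cut at about 15% in these data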;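 further: 0% = PAD4 with RCA probe and DMSO and 100% = probe without PAD4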
PAFAH2 inh = inhibitors of human PAFAH2. Q99487. recombinant PAFAH2, FP-rhodamine activity probe, fluorescence polarization. inhibition, % at 3.39 µM. 340,000 tested, 0.99% active. AID 492956;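 active means inhibition above the mean over all tested compounds plus 3 SD, cut at about 30% in these data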;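 further: inhibitors block probe labeling of enzyme so polarization drops; 0% = enzyme with DMSO and 100% = wells lacking PAFAH2 protein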
PAFAH1B3 FP inh = PAFAH1B3 (human) inhibition. 340,000 tested, 0.28% active. recombinant PAFAH1B3, FP-rhodamine probe, fluorescence polarization. inhibition, % at 3.39 µM. AID 492972;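 active means inhibition above the screen-wide average of all tested compounds plus 3 SD, cut at about 25% in these data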;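 further: 0% = enzyme with DMSO only and 100% = wells lacking PAFAH1B3 protein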
ZTA DNA inh = blocks Epstein-Barr virus ZTA, an EBNA-1 counter-screen; P03206; ZTA-DNA binding, fluorescence polarization; inhibition, % at 11 µM; 320,000 tested, 0.15% active; in the data active means inhibition above about 33%
EBNA-1 inh = blocks EBNA-1 binding to DNA | EBNA-1 DNA binding, fluorescence polarization | inhibition, % at 14.8 µM | 300,000 tested, 0.34% active | AID 1950; in the data active means inhibition above about 28%
LYPLA2 counter = blocks human lysophospholipase 2, a PME1 counter-screen; inhibition, % at 5.9 µM; recombinant LYPLA2, FP-Rh probe fluorescence polarization; 320,000 tested, 0.38% active;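 active means inhibition above the screen-wide mean plus 3 SD, limit set per campaign, cut at about 26% in these data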;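 further: 0% = LYPLA2 with DMSO and 100% = wells lacking LYPLA2 enzyme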
Target sequence (O95372 whole entry, looked up): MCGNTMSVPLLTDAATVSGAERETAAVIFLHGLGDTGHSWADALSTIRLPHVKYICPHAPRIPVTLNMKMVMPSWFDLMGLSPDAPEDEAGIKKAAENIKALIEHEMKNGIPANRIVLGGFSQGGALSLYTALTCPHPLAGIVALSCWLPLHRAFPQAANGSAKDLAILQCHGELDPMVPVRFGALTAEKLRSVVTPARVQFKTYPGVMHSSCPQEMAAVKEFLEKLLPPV
PREPL inh = human PREPL enzyme inhibition | recombinant PREPL, fluorescence polarization activity-based probe | 320,000 tested, 0.68% active | Q4J6C6 | inhibition, % at 5.96 µM; in the data active means inhibition above about 43%;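 further: 0% = enzyme with DMSO and 100% = wells lacking enzyme; many of its hits are not listed in these tables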
Target sequence (Q4J6C6 whole entry, looked up): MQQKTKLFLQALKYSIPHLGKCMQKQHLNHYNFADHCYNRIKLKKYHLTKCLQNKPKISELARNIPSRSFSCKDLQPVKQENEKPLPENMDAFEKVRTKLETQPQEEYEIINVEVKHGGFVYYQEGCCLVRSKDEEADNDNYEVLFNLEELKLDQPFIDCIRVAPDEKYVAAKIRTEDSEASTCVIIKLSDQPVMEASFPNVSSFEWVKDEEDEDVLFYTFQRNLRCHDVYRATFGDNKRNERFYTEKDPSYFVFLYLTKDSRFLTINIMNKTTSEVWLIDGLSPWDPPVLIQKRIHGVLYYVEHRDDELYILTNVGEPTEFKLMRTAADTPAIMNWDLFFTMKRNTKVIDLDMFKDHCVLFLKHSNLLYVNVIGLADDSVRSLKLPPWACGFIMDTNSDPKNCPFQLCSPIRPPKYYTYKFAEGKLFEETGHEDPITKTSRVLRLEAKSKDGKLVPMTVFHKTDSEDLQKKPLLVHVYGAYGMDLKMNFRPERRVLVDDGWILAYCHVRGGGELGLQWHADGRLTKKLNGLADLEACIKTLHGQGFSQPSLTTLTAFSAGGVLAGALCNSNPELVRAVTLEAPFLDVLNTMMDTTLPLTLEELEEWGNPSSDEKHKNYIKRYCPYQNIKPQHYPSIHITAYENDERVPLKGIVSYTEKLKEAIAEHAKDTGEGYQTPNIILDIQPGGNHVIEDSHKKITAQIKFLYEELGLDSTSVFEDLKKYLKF
LYPLA1 inh = counter-screen for PME1 inhibitors: inhibitors of human LYPLA1; recombinant LYPLA1, FP-Rh probe fluorescence polarization; inhibition, % at 5.9 µM; 320,000 tested, 0.16% active;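 active means inhibition above the mean of all tested compounds plus 3 SD, set per campaign, cut at about 14% in these data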;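 further: inhibitors block serine hydrolase probe labeling of LYPLA1 so polarization falls; 0% = enzyme with DMSO and 100% = wells lacking LYPLA1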
* = called active by the depositor; · = no result given. These rows are one share of the data; count on the stated rates, not on these rows.

Screens in order: GSTO1 counter	PAD4 inh	PAFAH2 inh	PAFAH1B3 FP inh	ZTA DNA inh	EBNA-1 inh	LYPLA2 counter	PREPL inh	LYPLA1 inh
1: COc1cccc(CSc2nnc(-c3ccncc3)n2N)c1
    -5	-4	-3	5	2	8	5	-19	0
2: Cn1nnnc1Sc1ncnc2scc(-c3ccc([N+](=O)[O-])cc3)c12
    ·	17*	5	4	17	·	15	24	4
3: O=C(CCNS(=O)(=O)c1c(Cl)cccc1Cl)N1CCCC1
    ·	-4	1	0	-2	·	7	3	5
4: CCn1c(CNc2nc(-c3ccccc3)cs2)nnc1SCC(=O)NCc1ccccc1
    1	3	-1	3	13	7	0	16	1
5: Cc1nc(C)c(-c2csc(NCc3ccco3)n2)s1
    6	-3	-4	1	-6	-7	5	8	-2
6: Cc1cccc(Cn2c(N3CCCCC3C)nc3c2c(=O)[nH]c(=O)n3C)c1 (stereo unspecified)
    1	1	-8	-1	13	16	-2	23	-2
7: Cc1ccc(C2CCN(C(=S)NC(C)C)C2)cc1 (stereo unspecified)
    -2	-4	3	1	4	6	1	-2	2
8: CCC(=O)Nc1cc(=O)[nH]c2ncnn12
    4	-2	5	-2	-22	0	5	16	3
9: C=CC(=O)N1CCCC(Nc2nc(Nc3ccc(N(C)C(=O)CC)cc3C)nc3nc[nH]c23)C1 (stereo unspecified)
    ·	2	5	3	·	·	·	28	·
10: Cc1cc2cc(CN(CCCN3CCOCC3)C(=O)NC3CCCCC3)c(=O)[nH]c2cc1C
    8	3	-3	1	22	7	-2	5	2
11: CCC1CCCCN1CCCNC(=O)CC1Oc2ccccc2NC1=O (stereo unspecified)
    9	0	0	3	-4	6	-3	16	-5
12: COCCCNCC(O)C(F)(F)F (stereo unspecified)
    2	-2	0	-2	-2	2	4	4	0
13: OCC[C@H]1C[C@H](O)[C@@H](O)[C@@]2(CCc3ccccc3CO2)O1
    0	3	-1	-7	0	2	-5	3	-1
14: Cc1ccc(C(=O)OCC(=O)NC(C)C2CC3CCC2C3)cc1N (stereo unspecified)
    ·	-3	84*	7	·	·	·	19	·
15: NNC(=O)COc1ccc(C2SCCS2)cc1
    1	-6	3	3	-8	-6	-12	-5	1
16: COc1ccc(C2=NN(C(=O)c3cccs3)C(c3ccc(OC)cc3)C2)cc1 (stereo unspecified)
    -11	3	1	2	-9	14	-8	7	-2
17: Cc1ccc(C(=O)N2CCN(S(=O)(=O)c3ccc(C)c([N+](=O)[O-])c3)C2)cc1
    -7	-10	8	2	-15	-4	-1	0	4
18: CNc1c(-n2cc(C(=O)OC)c(C(=O)OC)c2C(=O)OC)c(=O)n(C)c(=O)n1C
    -2	3	-3	8	-2	-13	-3	17	1
19: Cc1ccc(O)c(NC(=O)c2ccc3c(c2)C(=O)N(CC(C)C)C3=O)c1
    3	-3	-13	-2	7	1	0	2	-2
20: O=C(NC(=S)N1CCc2ccccc21)c1ccccc1
    1	-1	-3	-2	-3	7	-8	17	-4

(list continues)
Screens in order: GSTO1 counter	PAD4 inh	PAFAH2 inh	PAFAH1B3 FP inh	ZTA DNA inh	EBNA-1 inh	LYPLA2 counter	PREPL inh	LYPLA1 inh
21: O=C(CSc1ncn[nH]1)Nc1ccc(Br)cc1Br
    ·	-1	-2	-2	·	·	·	-20	·
22: Cc1ccccc1C(=O)Nc1ccc2c(c1)OCO2
    2	-3	1	2	8	-6	-3	-6	1
23: O=C(Nc1ccc(S(=O)(=O)N2CCCC2)cc1Cl)C1=COCCO1
    -1	-2	2	5	5	5	-2	-4	3
24: COCCCNC(=O)COC(=O)c1ccc(-c2nc3ccccc3s2)s1
    -8	1	-1	7	3	-16	6	-9	1
25: O=C(/C=C/c1ccc2c(c1)OCO2)N1CCN(c2n[nH]c(=O)[nH]c2=O)CC1
    -3	3	0	-4	-2	6	6	15	7
26: CCc1ccc(CN(C(=O)COc2c(C)cccc2C)C2CCS(=O)(=O)C2)cc1 (stereo unspecified)
    0	1	7	5	4	17	10	1	3
27: CC1(C)CC(=O)C(C=NCCN2CCN(C(=O)CCl)CC2)=C(O)C1
    22	0	-1	8	13	6	2	-1	1
28: CC1CCc2nc(N)c(C#N)c(-c3cccnc3)c2C1 (stereo unspecified)
    1	3	5	2	10	2	12	6	1
29: COCc1cc(C)nc2sc(C(=O)Nc3ccccc3OC)c(N)c12
    4	-1	5	7	-1	1	0	7	-3
30: CCc1nc(N2CCN(C(=O)c3ccco3)CC2)c2c3c(sc2n1)CCCC3
    -8	1	7	6	7	13	-1	-2	-4
31: Cn1c(=O)cc(N2CCOCC2)[nH]c1=O
    6	2	-6	-2	21	3	-3	-4	0
32: Cc1cnc(C(=O)N2CCN(S(=O)(=O)c3cccc(Br)c3)CC2)cn1
    ·	-3	0	7	·	·	·	9	·
33: N/C(=N\OC(=O)c1ccco1)c1ccccn1
    3	0	9	2	10	8	-3	-5	-2
34: CC(NC(=O)CCl)c1ccc(Cl)c(Cl)c1 (stereo unspecified)
    96*	-3	4	3	-3	5	9	-11	1
35: Cc1cc(NC(=O)CN2CCN(C)CC2)no1
    10	-8	-2	4	-31	1	6	8	1
36: COc1ccc(Oc2nc(C(F)(F)F)nc3ccccc23)cc1
    7	0	-12	11	3	-4	7	3	-2
37: CCCCNC(=O)CNC(=O)c1nn(-c2ccc(OC)cc2OC)c(=O)c2ccccc12
    -5	4	10	7	-19	-5	10	8	-1
38: O=C(O)c1ccc(N2C(=O)c3[nH]nc(-c4ccccc4)c3C2c2ccccc2)cc1 (stereo unspecified)
    5	-2	-2	6	-7	1	3	11	2
39: O=C(/C=C/c1ccccc1)Nc1ccc(N2CCCCC2)cc1
    -1	-25	5	8	-4	1	10	-8	3
40: O=C(CCNC(=O)c1ccccc1)Nc1ccc(S(=O)(=O)Nc2ncccn2)cc1
    ·	0	3	9	·	·	·	-6	·

Going on with the list.
| cpd | SMILES | GSTO1 counter | PAD4 inh | PAFAH2 inh | PAFAH1B3 FP inh | ZTA DNA inh | EBNA-1 inh | LYPLA2 counter | PREPL inh | LYPLA1 inh |
| --- | --- | --- | --- | --- | --- | --- | --- | --- | --- | --- |
| 41 | Cc1ccc(S(=O)(=O)N/N=C/c2c(F)cccc2Cl)cc1 | 9 | -1 | 8 | 3 | -11 | -8 | 1 | -22 | -3 |
| 42 | O=C(CN1C(=O)c2cccnc2Oc2ccc(Cl)cc21)NCCCc1ccccc1 | 2 | 0 | 6 | 4 | 6 | 0 | 1 | -9 | -1 |
| 43 | CCOC(=O)Cn1c(-c2cccnc2Cl)nc2cc(Cl)c(Cl)cc21 | -3 | -2 | 11 | 4 | 20 | 0 | -2 | 1 | -3 |
| 44 | COC(=O)c1c(-c2c(Cl)cccc2Cl)noc1C(=O)NNC(=O)N(C)C | 9 | 4 | 4 | 0 | -9 | -12 | -4 | -1 | 1 |
| 45 | Nc1cccc(-c2nnc3n2CCCCC3)c1 | -3 | -3 | 13 | 6 | 12 | 7 | -2 | -6 | -1 |
| 46 | CC(=O)Nc1ccc(S(=O)(=O)NCC2CCC(C(=O)NC(C)c3ccc4c(c3)OCCO4)CC2)cc1 (stereo unspecified) | -2 | 4 | · | · | 6 | 12 | -5 | -1 | 2 |
| 47 | Cc1ccc(C=Nc2ccccc2C(N)=O)o1 | -2 | -4 | -9 | -7 | 12 | 1 | -3 | -5 | -3 |
| 48 | CN1CCN(C(=O)c2ccc(CSc3nc4ccncc4n3Cc3ccc(F)cc3)cc2)CC1 | 7 | -2 | -3 | 5 | 5 | 5 | 4 | 2 | 2 |
| 49 | COc1ccc(/C=N/NC(=S)Nc2cccc(C(=O)O)c2)cc1OC | 3 | 2 | -1 | 0 | 1 | 6 | -2 | -3 | 0 |
| 50 | CCC(C)N1CCN(S(=O)(=O)Cc2ccccc2)CC1 (stereo unspecified) | -3 | -5 | 7 | -1 | -2 | -8 | 2 | 13 | 0 |
| 51 | Cc1ccc(OC(C)C(=O)N(C)c2ccccc2)c([N+](=O)[O-])n1 (stereo unspecified) | · | 2 | 5 | 15 | 6 | · | 8 | 12 | 2 |
| 52 | Cc1ccccc1N1CC(C(=O)Nc2nnc(SCCN3CCOCC3)s2)CC1=O (stereo unspecified) | -2 | -12 | 0 | -6 | -6 | 1 | 3 | 5 | 3 |
| 53 | Cc1cc(C)c(NC(=O)CSc2nnnn2-c2cccnc2)c(C)c1 | 6 | -5 | -4 | 12 | -1 | 0 | 5 | -3 | 1 |
| 54 | CCOC(=O)Cn1c(CCC(=O)O)ccc1-c1ccc(F)cc1 | -4 | -5 | -1 | 3 | 4 | 15 | 5 | -4 | 2 |
| 55 | Fc1ccccc1NC(=S)N(CCN1CCCCCC1)Cc1cccs1 | 7 | 2 | -2 | 5 | 3 | 1 | 4 | -17 | -1 |
| 56 | CCNc1nc(Oc2ccc(C#N)cc2)cc(C(F)(F)F)n1 | -1 | 3 | -2 | -3 | 12 | -3 | 8 | -2 | 0 |

Molecules shown so far containing an aryl thioether with sulfur outside any ring (7):
| cpd | SMILES | GSTO1 counter | PAD4 inh | PAFAH2 inh | PAFAH1B3 FP inh | ZTA DNA inh | EBNA-1 inh | LYPLA2 counter | PREPL inh | LYPLA1 inh |
| --- | --- | --- | --- | --- | --- | --- | --- | --- | --- | --- |
| 1 | COc1cccc(CSc2nnc(-c3ccncc3)n2N)c1 | -5 | -4 | -3 | 5 | 2 | 8 | 5 | -19 | 0 |
| 2 | Cn1nnnc1Sc1ncnc2scc(-c3ccc([N+](=O)[O-])cc3)c12 | · | 17* | 5 | 4 | 17 | · | 15 | 24 | 4 |
| 4 | CCn1c(CNc2nc(-c3ccccc3)cs2)nnc1SCC(=O)NCc1ccccc1 | 1 | 3 | -1 | 3 | 13 | 7 | 0 | 16 | 1 |
| 21 | O=C(CSc1ncn[nH]1)Nc1ccc(Br)cc1Br | · | -1 | -2 | -2 | · | · | · | -20 | · |
| 48 | CN1CCN(C(=O)c2ccc(CSc3nc4ccncc4n3Cc3ccc(F)cc3)cc2)CC1 | 7 | -2 | -3 | 5 | 5 | 5 | 4 | 2 | 2 |
| 52 | Cc1ccccc1N1CC(C(=O)Nc2nnc(SCCN3CCOCC3)s2)CC1=O (stereo unspecified) | -2 | -12 | 0 | -6 | -6 | 1 | 3 | 5 | 3 |
| 53 | Cc1cc(C)c(NC(=O)CSc2nnnn2-c2cccnc2)c(C)c1 | 6 | -5 | -4 | 12 | -1 | 0 | 5 | -3 | 1 |

Screens: PubChem, The Scripps Research Institute Molecular Screening Center
